# TbREL1 inh = TbREL1 RNA ligase inhibitors, primary screen, biochemical, FRET fluorescence; TbREL1 RNA ligation; inhibition, % at 9.66 µM; 89,000 compounds, 0.49% hits; AID 1117264, 2014;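 active = inhibition above the mean inhibition across all screened compounds plus 3 SD, cut at about 11% in these data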;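 note: 0% = plate median of test wells and 100% = NSC42067 control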
# Target sequence (P86926 whole entry, looked up): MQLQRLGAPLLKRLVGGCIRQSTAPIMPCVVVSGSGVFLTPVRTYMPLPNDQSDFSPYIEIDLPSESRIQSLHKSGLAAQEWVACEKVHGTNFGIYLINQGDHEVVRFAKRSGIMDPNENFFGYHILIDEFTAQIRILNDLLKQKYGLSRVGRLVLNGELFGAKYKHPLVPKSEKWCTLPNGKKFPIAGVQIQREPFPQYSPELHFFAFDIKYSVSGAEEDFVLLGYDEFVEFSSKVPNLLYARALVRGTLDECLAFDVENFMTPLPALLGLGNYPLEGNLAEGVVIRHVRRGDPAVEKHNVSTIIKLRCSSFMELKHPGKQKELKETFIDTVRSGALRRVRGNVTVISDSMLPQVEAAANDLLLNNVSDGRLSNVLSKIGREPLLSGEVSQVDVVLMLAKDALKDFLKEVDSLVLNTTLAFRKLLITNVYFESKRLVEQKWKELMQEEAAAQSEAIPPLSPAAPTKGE
# An asterisk follows results filed as active. This is a subset (hit frequency here may not be typical).
no.	smiles	TbREL1 inh
1	O=C(c1ccc(-c2cccc(C(F)(F)F)c2)o1)N1CCCC(C(F)(F)F)C1 (configuration not stated)	2
2	Cc1cc(C)nc(NC(=O)c2c(-c3ccccc3Cl)noc2C)c1	3
3	CCn1c2ccccc2c2nnc(SCC(=O)NC(CC(C)C)C(=O)OC)nc21 (configuration not stated)	5
4	Cn1cnnc1SCC(=O)NN1C(=O)NC(C)(c2ccccc2)C1=O (configuration not stated)	0
5	O=[N+]([O-])c1ccc2c(c1)nc1n2CCN(c2ccccc2)C1	1
6	O=S(=O)(c1ccc(Br)s1)N1CCCCC1	0
7	O=C1CCc2cc(S(=O)(=O)NC(Cc3ccccc3)C(=O)N3CCN(c4ccccn4)CC3)ccc2N1 (configuration not stated)	4
8	O=C1CCc2cc(S(=O)(=O)NC(C(=O)NCc3cccnc3)c3ccccc3)ccc2N1 (configuration not stated)	0
9	COC(=O)c1ccc(Cn2nc(C)c(Br)c2C)cc1	5
10	CCOc1ccccc1N(CC(=O)N(C)Cc1ccccc1)S(=O)(=O)c1ccccc1	-1
11	COCCN1C(=O)c2ccc(C(=O)NCc3ccco3)cc2C1=O	3
12	Cc1ccc(-c2nc3ccccc3[nH]2)cc1NC(=O)c1sc2cc(Cl)ccc2c1Cl	-2
13	Cc1cc(C)nc(N/N=C/C2=C(N3CCOCC3)C(=C\c3ccc(Cl)cc3)/CC2)n1	-3
14	COc1ccc(N2CC(NC(=O)N3CCc4ccccc43)CC2=O)cc1OC (configuration not stated)	0
15	Cc1cccc(NC(=O)CN2CCSc3ccccc32)c1	4
16	O=C(c1ccc(F)cc1)N1CCOC(c2nc(-c3ccc(F)cc3)no2)C1 (configuration not stated)	-2
17	COc1n[nH]c(C(=O)NCc2ccccc2)c1[N+](=O)[O-]	1
18	Cc1ccc(S(=O)(=O)N2CCOC2CNC(=O)C(=O)NCC(C)C)cc1 (configuration not stated)	7
19	Cc1cccc(N2C(=O)CSC23CCCCC3)c1	-4
20	CCCCn1c(N)c(N(C(=O)CSc2nnnn2-c2ccc(C)cc2)C2CCCC2)c(=O)[nH]c1=O	-2
21	CCCCNc1nc(-c2ccccc2)nc(-n2ccnc2)n1	1
22	COCc1cc(C)nc2oc(C(=O)c3ccccc3)c(N)c12	-1
23	Cc1ccc(S(=O)(=O)NC2CCOC(C)(C)C2)cc1 (configuration not stated)	2
24	Cc1ccc(C=C2SC(=S)N(CCCC(=O)Nc3cccc(C(=O)O)c3)C2=O)cc1	3
25	CCOc1ccc(N2CC(C(=O)OC)CC2=O)cc1 (configuration not stated)	0

# Among those listed so far, these contain an aryl methoxy group.
no.	smiles	TbREL1 inh
14	COc1ccc(N2CC(NC(=O)N3CCc4ccccc43)CC2=O)cc1OC (configuration not stated)	0
17	COc1n[nH]c(C(=O)NCc2ccccc2)c1[N+](=O)[O-]	1

# More structures
no.	smiles	TbREL1 inh
26	Cc1c(NC(=O)C(C)OC(=O)C(NC(=O)c2ccco2)C(C)C)c(=O)n(-c2ccccc2)n1C (configuration not stated)	-4
27	COC(=O)Cc1c(C)nc2nc[nH]n2c1=O	0
28	COc1ccc(NC(=O)CC2C(=O)N(C)C(=S)N2Cc2ccc3c(c2)OCO3)cc1 (configuration not stated)	-1
29	Cn1cc(-c2nnnn2-c2ccc(Cl)cc2)c(C(F)(F)F)n1	-3
30	CCN(CC)CCCNc1nc(-n2nc(C)cc2C)nc2sc3c(c12)CC(C)(C)OC3	0
31	CCN(CC)S(=O)(=O)c1ccc(N2CCOCC2)c(NC(=O)CN2C(=O)NC(C)(c3ccccc3)C2=O)c1 (configuration not stated)	-1
32	CCOc1ccc(C(=O)OCc2nnc(-c3cccs3)o2)cc1OC	0
33	O=C(NC1CCN(S(=O)(=O)c2ccc(Cl)c(F)c2)CC1)c1cccnc1	2
34	CCOc1ccc(S(=O)(=O)Nc2cccc(C(=O)NCCCN3CCOCC3)c2)cc1	1
35	CNC(=O)CN(c1cc([N+](=O)[O-])ccc1OC)S(C)(=O)=O	0
36	CCCN1CCN(CCCNC(=O)c2ccccc2NC(=O)C2=C(C)OCCS2)CC1	2
37	Cc1cc(C(F)(F)F)nc(-n2cc(-c3ccccc3)nn2)n1	-3
38	CS(=O)(=O)N(CC(=O)N1CCCCCC1)c1ccc(Br)cc1	3
39	Cc1nn(C)c(C)c1CNC(=O)c1cnn2c1NC(c1ccccc1)CC2C(F)(F)F (configuration not stated)	2
40	CCOc1ccccc1NC(C)C(=O)Nc1cc(C(F)(F)F)ccc1N1CCOCC1 (configuration not stated)	-1
41	COc1ccc(COc2ccc(S(=O)(=O)N3CCCC3)cc2C(N)=O)cc1F	1
42	COc1cc2c(cc1NC(=O)CSc1nnc(-c3cccnc3)n1-c1ccc(Br)cc1)oc1ccccc12	11*
43	CCCCNC(=O)C1c2ccccc2C(=O)N(c2ccc(OC)cc2)C1c1ccc(OC)cc1 (configuration not stated)	-2
44	CCCCOCCCNC(=O)C[C@@H]1C(=O)N(CCc2ccc(Cl)cc2)C2=CCCC[C@]21C(=O)OCC	-3
45	CC(C)(C)S(=O)(=O)c1cnc2c(-c3ccc(F)cc3)cnn2c1N	-1
46	CS(=O)(=O)Nc1ccc2c(c1)[C@@H]1C[C@@H](CC(=O)NCc3cccnc3)O[C@H](CO)[C@@H]1O2	0
47	Cc1cccc(NN=C2c3ccccc3-c3ccccc32)c1	3
48	O=C(CCCOc1ccccc1)NC(=S)Nc1ccccc1	-1
49	O=C(NCc1ccccc1)C1=C[C@H](C2CCCCC2)C[C@H](OCCCCO)O1	-1
50	CC(C)C[C@H](NC(=O)c1[nH]cnc1C(=O)N[C@@H](Cc1ccccc1)C(=O)OC(C)(C)C)C(=O)OCc1ccccc1	4

# Filtered by structure, the compounds so far with two or more sulfur atoms
no.	smiles	TbREL1 inh
6	O=S(=O)(c1ccc(Br)s1)N1CCCCC1	0
24	Cc1ccc(C=C2SC(=S)N(CCCC(=O)Nc3cccc(C(=O)O)c3)C2=O)cc1	3

# The list continues:
no.	smiles	TbREL1 inh
51	O=S(=O)(Cc1ccccc1Cl)N1CCN(Cc2ccc3c(c2)OCO3)CC1	0
52	Cc1ccc(NC(=O)CCC(=O)NNC(=O)CCc2ccccc2)c(C)c1	0
53	COc1ccc(CCNc2ccc(C(CC(N)=O)NC(=O)Cc3ccc(Br)cc3)cc2[N+](=O)[O-])cc1 (configuration not stated)	1
54	Cc1[nH]ccc(=O)c1OCc1ccccc1	2
55	O=C(c1cccs1)N1CCC(c2nc3c(nnn3Cc3ccccc3)c(=O)[nH]2)CC1	0
56	CCOC(=O)NC1(C(F)(F)F)C(=O)N(Cc2ccccn2)C2=C1C(=O)CC(C)(C)C2 (configuration not stated)	2
57	C=CCNC(=S)N/N=C/c1ccc(N(CC)Cc2ccccc2)cc1	-6
58	CC(C)NC(=O)C(=O)Nc1ccc2c(c1)N(S(=O)(=O)c1cccs1)CCC2	0
59	O=S1(=O)c2c(cccc2N2CCC[C@H]2CO)O[C@H]2CCN1C2	-1
60	COC1CCCCC1Nc1cccc(SC)c1 (configuration not stated)	-4
61	COc1ccc(-c2noc(CN3CCCCC3)n2)cc1OC	1
62	COc1ccc2cc3cc(C(=O)NCCc4ccc(OC)c(OC)c4)oc3nc2c1	6
63	O=C(CS(=O)(=O)c1cccc(C(F)(F)F)c1)Nc1ccccc1Cl	3
64	CCN1CCN(C(=O)C2CC(=O)N(c3ccc(Cl)cc3)C2)CC1 (configuration not stated)	1
65	COC(=O)[C@]12C[C@H](CC(=O)N3CCCCC3)C(=O)N(Cc3ccc(Cl)cc3Cl)C1=C[C@H](C1CCCC1)O[C@@H]2C	-1
66	Cc1ccccc1N1CCN(C(=O)c2cc(C3CC3)nn2-c2ccccc2)CC1	-2
67	CCOc1c2ccc(C(=O)NCCCCc3ccccc3)cc2nn1C	4
68	COc1ccc(N(CC(=O)NCCc2ccccc2)C(=O)c2csnn2)cc1OC	-1
69	C/C=C(/C)C(=O)Nc1cccc(C2=NOC3(C2)C[C@@H](C(N)=O)N(C(=O)CC(c2ccccc2)c2ccccc2)C3)c1 (some centres not stated)	-2
70	Cc1cccc(C(C)(C)C)c1OCCOCCN1CCCC1	7
71	CCCC(=O)Nc1ccc(NC(=O)c2ccccn2)cn1	2
72	COCCCNc1oc(/C=C/c2ccccc2)nc1C#N	-4
73	O=C1NCCN1Cc1ccc(F)cc1	8
74	S=c1[nH]nc(-c2cc(-c3ccccc3)n[nH]2)n1N=Cc1cccc(OCc2ccccc2)c1	-4
75	O=C(NN1C(=O)NC2(CCCCC2)C1=O)c1cccs1	0

# TbREL1 inh, entries above that show a hit.
no.	smiles	TbREL1 inh
42	COc1cc2c(cc1NC(=O)CSc1nnc(-c3cccnc3)n1-c1ccc(Br)cc1)oc1ccccc12	11*

# The results go on:
no.	smiles	TbREL1 inh
76	Fc1ccc(-c2cn3cc(C(F)(F)F)cc(Cl)c3n2)cc1	1
77	Cc1ccc(S(=O)(=O)NC(CC(=O)N2CCc3ccccc32)c2ccco2)cc1 (configuration not stated)	1
78	COc1ccc2c(c1)NC(=O)CC(c1ccccc1)=N2	0
79	Cc1cc(C)c2c(c1)-c1cc(C)nn1C(c1ccc3c(c1)OCO3)N2 (configuration not stated)	1
80	CC1(Oc2ccccc2-c2ccno2)CCN(Cc2ccc(-c3ccccc3)o2)C1 (configuration not stated)	-5
81	Cc1cc(C)n2nc(C(=O)NC3CCCc4ccccc43)nc2n1 (configuration not stated)	-1
82	COC(=O)c1cc(C)sc1NC(=O)c1ccco1	1
83	CCCCN=C1C([N+](=O)[O-])=CC=C2C1=NC1(CCCCC1)N2O	-3
84	CCOc1c(Cl)cc(CNCC(C)C)cc1Cl	1
85	C[C@@H]1CCCN1c1ccc2c(c1)O[C@H]1CCN(C1)S2(=O)=O	2
86	CC(=O)c1ccc(Sc2ccccn2)c([N+](=O)[O-])c1	0
87	CSc1nc(=S)n(Cc2ccccc2)c(C)c1C(C)=O	-4
88	CN(C)C(CNC(=O)c1cccc(S(=O)(=O)N(C)C)c1)c1ccccc1 (configuration not stated)	-2
89	O=C(CN1CCCCCC1)Nc1cccc(Br)c1	1
90	O=C(CCNS(=O)(=O)c1c(Cl)cccc1Cl)OCC(=O)c1ccccc1F	0
91	Cc1ccc(C(=O)CSc2nnc(-c3ccccn3)n2-c2ccccc2)cc1	1
92	COc1ccc(Nc2nc(-c3ccccc3)nc3ccccc23)c(OC)c1	0
93	Cc1cc(NC(=O)Cc2cn(Cc3ccccc3)c3ccccc23)ccc1Oc1cccnc1	2
94	CCOC(=O)C1=C(COC(=O)/C=C/c2ccc(SC)cc2)NC(=O)NC1C (configuration not stated)	-2
95	Cc1ccc(-c2nn(-c3ccc(F)cc3)cc2C(=O)N2CCN(C3CCS(=O)(=O)C3)CC2)cc1 (configuration not stated)	0
96	CC(=O)n1cc(Nc2ccccc2C(=O)O)c2ccccc21	0
97	COc1ccc(NC(=S)N(Cc2ccc(C(=O)O)cc2)Cc2ccc(OC)c(OC)c2)cc1	8
98	CN1C(=O)/C(=C/c2cn(CC(=O)NCc3ccco3)c3ccccc23)NC1=S	2
99	Cc1ccccc1CSc1nnc(CCCCCNC(=O)OC(C)(C)C)o1	1
100	Cc1nc(Cl)cc(N/N=C/c2ccc(O)cc2)n1	-4

# (next part)
no.	smiles	TbREL1 inh
101	Cc1ccc(CNc2ncnc3ccc(-c4ccoc4C)cc23)o1	-1
102	Nn1c(SCc2cccc3ccccc23)nnc1-c1n[nH]c2c1CCC2	-2
103	COC(=O)c1cnc2c(C(F)(F)F)cccc2c1OC	-1
104	Cc1cc(N/N=C2/CCCc3ccccc32)nc2ccccc12	-1
105	CCOC(=O)C1CCN(CC(=O)c2c(C)[nH]c3cc(C)ccc23)CC1	-2
106	Cc1c(C(=O)Nc2nnc(C3CC3)s2)oc2c(Cl)cccc12	1
107	CC(=O)/C(C#N)=C1\NC(=O)C(Cc2ccccc2C)S1 (configuration not stated)	0
108	CCOc1ccc(NC(=O)c2ccncc2)cc1	3
109	COC(=O)CN1C(=O)N/C(=C/c2cc3c(cc2OC)OCO3)C1=O	-2
110	C=CCOc1c2ccc(C(=O)NCc3ccccc3OC)cc2nn1C	0
111	CCOc1ccc(-n2c(=O)c3ccccc3c3ccccc3c2=O)cc1	-1
112	Cc1c(CC(=O)NCCCC(=O)O)c(=O)oc2cc3oc4c(c3cc12)CCCC4	-2
113	O=C(COc1ccc2ccccc2c1)NNC(=O)Nc1ccc(F)cc1F	2
114	O=C(CSc1nnc(-c2ccco2)n1-c1ccccc1)Nc1c(Cl)cc(Cl)cc1C(=O)O	0
115	COC(=O)c1sc(N)c(C(=O)OC)c1COC(=O)CNS(=O)(=O)c1ccc(C)cc1	-2
116	Cc1nc2cc(-c3sccc3-n3cccc3)nn2c(C)c1C	-4
117	CC1=C(C(=O)c2ccccc2)C(c2cccc([N+](=O)[O-])c2)NC(=S)N1 (configuration not stated)	-2
118	CCOC(=O)N1CCC(Nc2ncnc3c2cnn3-c2ccccc2)CC1	-3
119	O=C(NNC(=O)C1CC1c1ccccc1)Nc1cccc(Cl)c1 (configuration not stated)	1
120	Cc1cc(Cl)c(S(=O)(=O)Nc2ccc3c(c2)OCO3)cc1OCC(=O)NC1CCCCC1	-2
121	COc1cccc(-c2cc3nc(-c4ccccc4)cc(N4CCN(C(=O)c5ccoc5)CC4)n3n2)c1	5

# Given field by field: 4 of the compounds above
[111] CCOc1ccc(-n2c(=O)c3ccccc3c3ccccc3c2=O)cc1
  TbREL1 inh: -1
[112] Cc1c(CC(=O)NCCCC(=O)O)c(=O)oc2cc3oc4c(c3cc12)CCCC4
  TbREL1 inh: -2
[113] O=C(COc1ccc2ccccc2c1)NNC(=O)Nc1ccc(F)cc1F
  TbREL1 inh: 2
[114] O=C(CSc1nnc(-c2ccco2)n1-c1ccccc1)Nc1c(Cl)cc(Cl)cc1C(=O)O
  TbREL1 inh: 0

# Bioassay records (PubChem)
